CHRM1 agonist = activates human CHRM1 receptor; CHO-K1 hM1, Fluo-8 calcium fluorescence, agonist mode; 0% DMSO, 100% acetylcholine EC100; activation, % at 3 µM; P11229; AID 588814; 0.33% of 360,000 active;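 active means activation above the run's mean compound activation plus 3 SD, cut at about 16% in these data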;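 further: peak over basal fluorescence ratio within a 140 s kinetic read after compound addition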
Target sequence (P11229 whole entry, looked up): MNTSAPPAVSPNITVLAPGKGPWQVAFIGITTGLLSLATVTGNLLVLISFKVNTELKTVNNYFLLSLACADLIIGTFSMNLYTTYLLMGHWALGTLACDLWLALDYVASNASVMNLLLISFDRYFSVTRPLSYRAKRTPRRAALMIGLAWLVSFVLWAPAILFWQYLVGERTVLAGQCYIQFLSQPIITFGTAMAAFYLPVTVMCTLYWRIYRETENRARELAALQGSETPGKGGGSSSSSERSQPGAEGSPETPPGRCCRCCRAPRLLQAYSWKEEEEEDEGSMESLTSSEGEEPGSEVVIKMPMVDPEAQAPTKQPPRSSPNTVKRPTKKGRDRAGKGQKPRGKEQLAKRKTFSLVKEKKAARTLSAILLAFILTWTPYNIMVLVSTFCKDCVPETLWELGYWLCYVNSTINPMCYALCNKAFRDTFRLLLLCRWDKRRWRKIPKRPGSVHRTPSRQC
CHO-K1 Ca antag = nonselective inhibitor or artifact in parental CHO-K1 cells; ATP-induced calcium, Fluo-8 fluorescence; inhibition, % at 3 µM; AID 602250; 0.6% of 360,000 active;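 active means inhibition above a per-plate cutoff, the plate's mean sample inhibition plus 3 SD, cut at about 24% in these data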;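 further: 0% = DMSO plus EC80 ATP and 100% = DMSO alone without ATP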
OXTR potentiate = potentiators of human oxytocin receptor. P30559. CHO-OTR cells, Fluo-8 calcium fluorescence, potentiator mode; 0% = oxytocin EC15, 100% = EC100. activation, % at 3 µM. 0.061% of 320,000 active. AID 2445;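 active means activation above that plate's cutoff, the mean activation of tested compounds plus 3 SD, cut at about 6.6% in these data, passing the limit was not always enough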;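 further: 100% uses oxytocin at 75 nM as the full agonist control; some results filed as inactive read as strong as hits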
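assay system = CHO-OTR cells, human receptor | schedule = compound 6 min at room temperature before oxytocin, 100 s read | detection = Fluo-8 intracellular calcium fluorescence, ex 470-495, em 515-575 nm | evaluation = normalized max/min fluorescence ratio, % activation | control set = EC15 oxytocin alone as 0%, 75 nM oxytocin (EC100) as 100%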
CHO parental Ca = counter-screen: ATP calcium response change in parental CHO cells; 0.63% of 330,000 active; AID 463079; parental CHO-K1, ATP-induced calcium, Fluo-8 fluorescence; inhibition, % at 5.6 µM;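 active means inhibition above that plate's mean sample inhibition plus 3 SD, cut at about 26% in these data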;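 further: 0% = ATP-challenged DMSO wells and 100% = DMSO wells without ATP; some compounds past the cut are filed as inactive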
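Material: Parental CHO cells | Reagent: ATP | Compound dosing: Single nominal dose of 5.6 µM per compound | Detection: Intracellular calcium via Fluo-8 no-wash fluorescent dye | Read-out: % inhibition of ATP-induced calcium mobilization | Benchmarks: Low control ATP plus DMSO, high control DMSO only | Replicates: Singlicate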
CHRM4 agonist = agonists of human muscarinic M4 receptor (CHRM4). 0.14% of 360,000 active. activation, % at 3 µM. CHO-K1 hM4/Gqi5, Fluo-8 calcium fluorescence; vehicle 0%, full acetylcholine response 100%. P08173;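 active means activation above the run mean over all test wells plus 3 SD, cut at about 32% in these data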;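 further: peak over basal fluorescence ratio per well then scaled between controls; 0% = DMSO wells and 100% = acetylcholine at EC100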
Target sequence (P08173 whole entry, looked up): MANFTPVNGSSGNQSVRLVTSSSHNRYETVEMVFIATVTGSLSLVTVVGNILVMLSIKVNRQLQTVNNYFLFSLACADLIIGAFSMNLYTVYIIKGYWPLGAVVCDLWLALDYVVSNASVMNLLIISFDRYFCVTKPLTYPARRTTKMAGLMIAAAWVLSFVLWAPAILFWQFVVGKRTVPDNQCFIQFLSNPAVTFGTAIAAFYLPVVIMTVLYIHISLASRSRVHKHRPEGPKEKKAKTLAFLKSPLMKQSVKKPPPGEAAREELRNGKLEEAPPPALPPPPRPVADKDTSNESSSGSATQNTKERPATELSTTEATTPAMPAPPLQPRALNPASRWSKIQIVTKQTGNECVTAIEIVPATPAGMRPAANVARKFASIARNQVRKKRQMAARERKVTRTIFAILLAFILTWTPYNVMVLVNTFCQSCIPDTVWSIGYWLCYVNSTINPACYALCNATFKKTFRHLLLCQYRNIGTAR
M1 ag parental = nonselective activator or artifact in parental CHO-K1 cells; Fluo-8 calcium fluorescence; scaled to maximal ATP response, vehicle zero; activation, % at 3 µM; 0.48% of 360,000 active; in the data active means activation above about 15%;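 further: untransfected CHO-K1 host cells lacking M1 receptor as counterscreen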
M1 antag = antagonists of human M1 muscarinic receptor; P11229; CHO-K1 hM1, Fluo-8 calcium fluorescence, ACh EC80 antagonist; inhibition, % at 3 µM; 1.3% of 360,000 active;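 active means percent inhibition above its own plate's cutoff, namely the mean of that plate's compound wells plus 3 SD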;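 further: peak over basal fluorescence ratio during 140 s after agonist addition; 0% = ACh EC80 plus DMSO and 100% = DMSO alone without agonist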
CHRM4 antagonist = CHRM4 antagonism in calcium assay; AID 624125; CHO-hM4 cells, ACh EC80, Fluo-8 calcium fluorescence; inhibition, % at 3 µM; P08173; 0.73% of 360,000 active;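 active means inhibition above its plate's cutoff, the mean inhibition of sample wells plus 3 SD, cut at about 27% in these data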;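 further: 0% = acetylcholine EC80 with DMSO and 100% = DMSO without agonist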
CHRM1 PAM = potentiates human M1 receptor response to acetylcholine. P11229. CHO-K1 hM1, Fluo-8 calcium fluorescence, ACh EC20; 0% = ACh EC20, 100% = maximal ACh. activation, % at 3 µM. 0.088% of 360,000 active; in the data active means activation above about 19%, passing the limit was not always enough
* hit, by the source's call; x = no result given.

SMILES	CHRM1 agonist	CHO-K1 Ca antag	OXTR potentiate	CHO parental Ca	CHRM4 agonist	M1 ag parental	M1 antag	CHRM4 antagonist	CHRM1 PAM
NC(=O)c1sc2nc(-c3ccccc3)ccc2c1N	-2	-13	0	-1	1	0.2	-9	-9	8
CCOc1cc(/C=N/n2cnnc2)ccc1OS(=O)(=O)c1ccccc1	-7	0	-7	-12	4	3.2	5	4	-12
c1ccc(Oc2ccc(-n3cnnn3)cc2)cc1	-3	-15	-4	1	0	-0.3	-10	-7	15
Cc1ccc2c3c([nH]c2c1)C(=O)CC(C)(C)S3	-5	-17	1	-21	2	1.8	-7	2	7
CC1(C)Cc2c(C#N)c(N3CCN(C(=O)c4ccccc4Cl)CC3)nc(-c3ccco3)c2CS1	-4	-7	-4	-15	2	1.3	4	6	-1
COC(=O)CSc1nnc(-c2cccs2)n1-c1ccc(Cl)cc1	0	-15	-20	-15	1	0.4	-10	8	13
Cc1cc(C)nc(SCc2nnc(SCC(=O)N3CCOCC3)o2)n1	-3	-14	2	7	0	0.4	-4	-2	6
C/C(=N\NC(=O)c1ccc(C)cc1C)c1ccc2c(c1)OCO2	-6	-9	-7	-2	0	0.3	-13	1	7
Cc1ccc2cc(CN(Cc3ccco3)S(=O)(=O)c3c(C)ccc4nsnc34)c(=O)[nH]c2c1	-6	5	-10	-18	5	0.9	0	2	2
CCOC(=O)Cn1c(=O)oc2cc(S(=O)(=O)N3CCc4ccccc43)ccc21	-8	6	-10	14	5	3.3	8	-2	-9
CC(C(N)=O)N1C(=O)C2C3C=CC(C3)C2C1=O (stereo not given)	-2	-4	-1	-10	0	0.7	-5	0	6
COc1cc(CCN2C(=O)c3cccc4cccc(c34)C2=O)c(S(=O)(=O)NCCO)cc1OC	-7	-3	-4	-17	12	13	2	-6	-2
CN(Cc1ccccc1)C1CCN(Cc2ccccc2[N+](=O)[O-])CC1	-8	6	-3	-15	1	0.5	90*	48*	-27
Cc1ccc(C(=O)NCc2ccc3c(c2)OCO3)cc1S(=O)(=O)N1CCCCC1	-3	3	-7	-17	4	1.7	9	2	-5
Cn1c(=O)c2c(nc(CN3CCc4ccccc4C3)n2Cc2ccc(F)cc2)n(C)c1=O	-9	-17	-5	-4	0	0.2	-9	15	-8
CCc1noc(C)c1C(=O)N1CCN(S(=O)(=O)c2ccc(C(C)=O)cc2)CC1	-5	7	1	-11	1	1.1	5	-2	-1
COc1cccc(-c2cnc(C(O)c3ccc(-c4ccccc4)cc3)[nH]2)c1 (stereo not given)	-3	-2	x	x	4	0.0	-10	0	7
CCc1ccc(CCC(=O)Nc2ccc(C(C)=O)cc2)o1	-5	-11	-6	-6	2	1.7	-4	-1	1
Nc1nc2c([N+](=O)[O-])cccc2s1	-8	-6	0	-1	1	-0.2	3	-9	5
CC(=O)OCCN1c2ccccc2Sc2cnccc21	-5	-8	x	x	0	0.1	-13	-13	11
CCCCNC(=O)CSc1nc2ccccc2c(=O)n1CC1COc2ccccc2O1 (stereo not given)	-3	8	-6	-21	0	-0.2	-7	7	8
O=C1OCCN1CCNCc1cn(-c2ccc(F)cc2)nc1-c1ccccc1Cl	-7	-15	1	-9	2	1.7	1	3	1
C/C(=N\O)c1cc(Cl)cc(Cl)c1O	-5	10	-4	7	0	0.5	3	1	-2
Cc1cc(C)c(OCCNCc2ccccc2)c(C)c1	-1	-8	-14	-18	6	20*	-10	-4	7
O=S(=O)(/C=C/c1ccccc1)N1CCN(c2nc(-c3ccccc3)nc3ccccc23)CC1	-1	-12	-6	-25	1	1.0	-9	1	5
COc1ccc(CCNC(=O)COC(=O)C2CCCCC2)cc1	-6	-4	-1	-8	0	0.3	-3	-9	4
COc1cccc(-n2nc(-c3ccnn3-c3ccccc3)c(=O)n(C)c2=O)c1	-1	-12	-5	-10	0	2.1	-17	-8	7
COc1ccc(N(CC(=O)NCc2ccc3c(c2)OCO3)S(=O)(=O)c2ccccc2[N+](=O)[O-])c(OC)c1	-4	-11	-5	-14	3	2.0	-3	-1	1
COc1ccc(CN2CCN(C(=O)CC(C)C)CC2)cc1	-7	-4	-11	6	0	0.6	-27	-7	6
CCOc1ccc(NC(=O)CCc2nnc3ccc(N4CCN(C)CC4)nn23)cc1	-3	4	-15	10	1	-0.4	2	-12	16
Cc1oc(-c2cccc(Cl)c2)nc1CN1CCCC(C(=O)NCc2ccco2)C1 (stereo not given)	-6	-6	1	-19	0	0.5	-3	10	5
Cc1scc(C(=O)N2CCN(c3ccc(Cl)cc3)CC2)c1C	-5	-13	-9	1	6	4.9	1	4	5
O=C(NCc1cccs1)C1CCCN1C(=O)Nc1cccc(F)c1 (stereo not given)	-6	-8	-2	-9	0	1.3	-3	-2	4
COc1ccc(-c2nn(-c3ccccc3)cc2/C=C2/SC(=S)N(Cc3ccco3)C2=O)c(C)c1	-4	-4	-3	-10	1	0.1	-4	6	10
CCn1c(SCC(=O)N2CCN(C)CC2)nc2c1c(=O)n(C)c(=O)n2C	-10	-7	1	-12	2	0.4	-12	0	11
O=C(OCCNc1ncc(C(F)(F)F)cc1Cl)c1ccc(S(=O)(=O)N2CCOCC2)cc1	-6	-5	-5	-24	2	0.2	9	-3	-8
C/C(O)=C(/C=Nc1ccccc1)C(=O)Nc1ccccc1	-10	-2	-10	-25	1	0.5	2	-4	6
O=S(=O)(c1ccc(Cl)c(Cl)c1)c1snnc1-c1ccccc1	-4	-12	x	x	-2	0.7	75*	40*	-21
Cc1nnc(-c2cccc(Br)c2)c2cn(-c3cccc(Br)c3)nc12	-4	-6	-5	-28	-3	-0.3	-2	-18	2
CCc1ccc(C(C(=O)NCc2ccccc2)N(C(=O)c2csnn2)C2CC2)cc1 (stereo not given)	-2	-3	-5	-30	5	1.6	-11	-2	10

Random excerpt: three compounds from above
SMILES	CHRM1 agonist	CHO-K1 Ca antag	OXTR potentiate	CHO parental Ca	CHRM4 agonist	M1 ag parental	M1 antag	CHRM4 antagonist	CHRM1 PAM
CCOC(=O)Cn1c(=O)oc2cc(S(=O)(=O)N3CCc4ccccc43)ccc21	-8	6	-10	14	5	3.3	8	-2	-9
COc1ccc(CCNC(=O)COC(=O)C2CCCCC2)cc1	-6	-4	-1	-8	0	0.3	-3	-9	4
CN(Cc1ccccc1)C1CCN(Cc2ccccc2[N+](=O)[O-])CC1	-8	6	-3	-15	1	0.5	90*	48*	-27

Remaining list, next part:
SMILES	CHRM1 agonist	CHO-K1 Ca antag	OXTR potentiate	CHO parental Ca	CHRM4 agonist	M1 ag parental	M1 antag	CHRM4 antagonist	CHRM1 PAM
COc1ccc(CNC(=O)C(C)Sc2nc3ccccc3c(=O)n2CCCN2CCOCC2)cc1 (stereo not given)	-4	-16	-4	-15	0	1.1	9	7	-1
Cc1ccccc1CCN(C(=O)CN1C(=O)c2ccccc2S1(=O)=O)C(C(=O)NCC1CCCO1)c1ccncc1 (stereo not given)	-8	-1	-1	-17	4	0.4	-13	4	17
Cc1ccc(C2(C)NC(=O)N(CC(=O)Nc3cc(S(=O)(=O)N4CCCCC4)ccc3OC(C)C)C2=O)cc1 (stereo not given)	-1	-5	-9	-18	0	0.9	-4	3	3
O=c1c2ccccc2nc2c3ccccc3cnn12	-2	-14	-4	-10	2	0.5	-8	-1	11
CC(=O)Nc1ccccc1OCCCN1CCC(C(O)(c2ccccc2)c2ccccc2)CC1	x	-5	x	x	3	0.5	x	7	x
NC(=O)CCC(NS(=O)(=O)c1ccc(Cl)cc1)C(=O)NCC1CCCCC1 (stereo not given)	-5	-12	1	-20	0	0.7	-14	1	7
Cc1ccccc1Cn1c(=N)n(CC(=O)c2ccc([N+](=O)[O-])cc2)c2ccccc21	1	2	3	-10	3	1.1	-9	-3	7
Cc1ccc(C(C)C)cc1OCC(=O)N/N=C/c1ccc2c(c1)OCCO2	-1	-2	-1	-8	6	4.7	6	5	-8
COc1ccc(N/C(C)=C2/C(=O)C(=O)N(CCO)C2c2ccc([N+](=O)[O-])cc2)cc1 (stereo not given)	-3	-4	-17	-6	1	0.7	0	11	8
Cn1c(=O)c2c(nc(CN3CCN(c4ccccc4)CC3)n2CCc2ccccc2)n(C)c1=O	-5	-9	-8	-18	0	0.3	-14	-8	3
O=C(CS(=O)(=O)c1ccccc1)N(CCCN1CCOCC1)c1nc2c(F)cccc2s1	-4	4	-1	2	1	0.0	2	4	-1
O=S(=O)(N1CCOCC1)N1CCN(c2ccccc2F)CC1	-4	8	-2	-6	2	0.2	7	-14	3
Cc1ccc2c(CC(=O)NCC3(N4CCOCC4)CCCCC3)coc2c1C	-1	0	-3	-36	1	-0.3	14	-9	3
Cc1ccc(NC(=S)N(Cc2cccs2)Cc2cc3cc(C)cc(C)c3[nH]c2=O)cc1	-9	-2	-9	-12	0	5.5	-1	5	6
COc1ccc(NC(=O)NC(c2ccccc2)c2ccccc2)c(OC)c1	-3	-2	-3	-9	1	0.7	0	-10	10
Cc1ccc2nsnc2c1NC(=O)COc1ccccc1F	-5	-7	-10	-6	1	1.4	-5	1	8
COc1ccc(-c2nc3c(Cl)cc(C(F)(F)F)cn3c2Cc2ccsc2)cc1OC	x	-7	x	x	0	0.1	x	-1	x
CC(C)NC(=O)N(C)C[C@@H]1Oc2ncc(-c3cccc(C#N)c3)cc2C(=O)N([C@H](C)CO)C[C@@H]1C	-2	-2	x	x	1	0.5	-1	-9	-3
Cc1cc(-c2nnc(SCC(=O)Nc3ccccc3C(F)(F)F)n2N)n[nH]1	1	10	-2	-3	0	-0.1	2	-9	8
COc1ccc(CNC(=O)CN(C(=O)c2csnn2)c2ccc(F)cc2)cc1	-4	-5	-4	-8	1	0.7	2	-12	3
COc1ccc(NC(=O)C(CC(=O)O)Cc2ccc(Br)cc2)cc1 (stereo not given)	-2	12	x	x	1	-0.1	2	1	-3
Cc1ccc(Nc2nnc(SCC(=O)Nc3ncc(C(F)(F)F)cc3Cl)s2)cc1	-5	-3	-7	-27	1	0.0	-7	-3	4
COc1c(Cl)cc(Cl)cc1C(=O)Nc1ccccc1N1CCN(C(C)=O)CC1	-2	-15	-10	-19	1	0.6	-15	-5	8
COc1ccc2c(c1)cc(C(=O)N/N=C/c1c(O)c(C(=O)O)cc3ccccc13)n2C	-1	-2	-17	-1	3	0.4	-9	0	3
Cc1ccc(C(=O)n2nc(C#N)c(C#N)c2N)cc1	0	6	8	-5	0	0.5	-8	0	0
Cc1nonc1NC(=O)c1oc2ccc(F)cc2c1C	-2	-16	-2	-3	0	1.0	-13	-7	16
Brc1cnc2ccccc2c1N1CCCCC1	0	11	3	-18	2	4.2	-1	1	-1
CC(OC(=O)c1cc(S(=O)(=O)N2CCOCC2)ccc1F)C(=O)NC1CCCCC1C (stereo not given)	-2	-4	2	-21	6	2.9	4	-3	3
CCOC(=O)c1ccc(COC(=O)CNC(=O)CNC(=O)c2ccc(OC)cc2)o1	-2	1	-6	-4	0	-0.5	-7	4	11
CNc1cncc(-c2cccc(C(=O)N(C)C)c2)n1	-2	-10	x	x	0	0.4	-17	-2	12
COCC(=O)Nc1sc2c(c1C(=O)OC)CCCC2	-6	4	-10	-21	-2	0.2	-2	7	12
